Tb PFK inh: blocks T. brucei phosphofructokinase. O15648. T. brucei PFK, ADP-Glo luminescence. Potency, µM (series often up to 57.5 µM), without a hit: at the highest dose activity, negative = inhibition, most hits filed as inhibitors. actives 0.17% (n = 330,000). AID 485367;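 note: potency is the fitted concentration of half-maximal effect; 0% = uninhibited 1x PFK enzyme wells and -100% = no-enzyme wells; nearly all actives have a fitted effect of over 60% in size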
Target sequence (O15648 whole entry, looked up): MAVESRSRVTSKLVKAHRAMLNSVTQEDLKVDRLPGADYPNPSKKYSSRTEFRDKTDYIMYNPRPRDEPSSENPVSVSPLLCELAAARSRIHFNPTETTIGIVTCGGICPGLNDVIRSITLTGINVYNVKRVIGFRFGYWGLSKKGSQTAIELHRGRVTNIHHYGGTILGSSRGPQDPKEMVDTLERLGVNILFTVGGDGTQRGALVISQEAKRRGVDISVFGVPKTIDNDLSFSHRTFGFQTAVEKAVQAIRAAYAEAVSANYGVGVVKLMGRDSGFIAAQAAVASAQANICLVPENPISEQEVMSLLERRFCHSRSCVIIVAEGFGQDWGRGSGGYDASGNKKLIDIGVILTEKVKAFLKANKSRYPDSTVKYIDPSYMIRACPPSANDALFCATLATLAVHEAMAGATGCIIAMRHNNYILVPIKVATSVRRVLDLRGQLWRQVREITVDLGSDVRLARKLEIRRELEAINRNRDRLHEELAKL
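ADP-Glo luminescence quantified ADP after 45 min at room temperature, with 1.25 nM T. brucei PFK, 0.1 mM ATP and 0.5 mM fructose-6-phosphate in pH 8.0 TEA buffer. qHTS titrations up to 57 µM; curves classified by quality.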
ELG1 repair inh: blocks ELG1-dependent DNA repair in HEK293T cells. HEK293T ELG1-luciferase reporter, luminescence, 16 h; DNA damage induced by 5-fluorouridine. Potency, µM (series often up to 46.1 µM), without a hit: top-dose activity change, negative = inhibition, actives largely listed as inhibitors. actives 2.3% (n = 330,000). AID 504467; note: potency is the fitted concentration of half-maximal effect; % is set by controls: 0 for no effect and ±100 for the full control effect; nearly all actives have a fitted effect of over 55% in size
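Step one: seed 2,000 cells per well. Step two: pin-transfer compound or DMSO alongside 5-fluorouridine. Step three: incubate 16 hr, 37 °C, 5% CO2. Step four: add ONE-Glo, wait 30 min, read luminescence.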
Chronic BCR inh: inhibitors of chronic active B-cell receptor signaling | ABC-DLBCL IkBa-CBG/CBR reporter, luminescence ratio, 4 h | Potency, µM (series often up to 46.1 µM), without a hit: at the highest dose ratio change, negative = lower green/red ratio, hits mostly inhibitors | actives 0.05% (n = 340,000) | AID 493014; active = well fitted inhibition curve with a large enough effect in the signal ratio, with a control signal flat, not every such curve was filed as active; inconclusive = small, poorly fitted or top-dose-only effect, or effect the other way, or a change in a side signal; the % refers to the signal ratio;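 note: potency is the fitted concentration of half-maximal effect; plate controls were basal doxycycline-induced cells for no effect and cells given 10 µM MG132 for full effect; MG132 reads +100%, hits lower the ratio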
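TMD8 ABC-DLBCL cells carrying doxycycline-inducible green luciferase fused to IkappaBalpha plus unfused red luciferase were exposed to compounds (up to 46 uM) for 4 hrs at 37C. Activity came from the overlap-corrected green/red luminescence ratio.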
TSHR antagonist: human thyrotropin receptor antagonism | TSHR-expressing cells, TSH-stimulated cAMP HTRF, 2 h; active compounds read low | P16473 | actives 0.2% (n = 330,000) | AID 504810 | activity change, negative = inhibition, % at 11.5 µM;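 active = activity change below a set negative limit, meaning inhibition stronger than a set level, cut at about -70% in these data; inconclusive = activity change between two set negative limits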; note: % is set by controls: 0 for no effect and ±100 for the full control effect
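Freshly harvested TSHR cells receive pin-tooled compound, then EC80 TSH at 4nM final. After 2 hours at 37 deg C, antibody in lysis buffer and cAMP-d2 are added; 30 minutes at ambient temperature precede the HTRF read.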
Eya2 phos inh: blocks the phosphatase activity of human Eya2; recombinant Eya2, OMFP fluorescence dephosphorylation (OMFP is methylfluorescein phosphate); Potency, µM (titrated, usually from 76.9 µM), without a hit: at the top dose activity, negative = inhibition, actives largely listed as inhibitors; actives 0.006% (n = 330,000); AID 488837; note: potency is the fitted concentration of half-maximal effect; % is set by controls: 0 for no effect and ±100 for the full control effect
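Eya2 protein (added as 0.2 uM solution) was preincubated with compound for 10 min at ambient temperature in 50 mM HEPES pH 7.5, 50 mM NaCl, 5 uM MgCl2, 0.05% BSA, 1 mM DTT. OMFP (added at 50 uM) then reacted 10 min; fluorescence read at 485/525 nm.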
Mito fusion yeast: blocks mitochondrial division or promotes mitochondrial fusion; AID 485298; Potency, µM (highest dose often 46.1 µM), for the others: at the top dose growth rescue (activation), hits mostly activators; actives 0.23% (n = 320,000); S. cerevisiae fusion-defective mutant growth rescue, CellTiterGlo 48 h;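 note: potency is the fitted concentration of half-maximal effect; % of control where 0% means no effect; nearly all actives have a fitted effect of over 45% in size; temperature-sensitive fusion mutants such as fzo1-1 at 37 °C on non-fermentable ethanol glycerol medium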
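Compounds are tested for their ability to restore growth of mitochondrial fusion-defective yeast strains at non-permissive 37C in YPEG medium over 48 hours. Viability is quantified by luciferase luminescence.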
USP2a block: USP2a (human) protease inhibition; Potency, µM (series often up to 38.3 µM), for inactives: at the highest dose activity change, negative = inhibition, most hits filed as inhibitors; USP2 core, Ub-CHOP2 coupled fluorogenic reporter, 485/531; actives 0.01% (n = 330,000); O75604; AID 463254;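 note: potency is the fitted concentration of half-maximal effect; plate controls were DMSO wells for no effect and full inhibition by NEM control for full effect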
Target sequence (O75604 whole entry, looked up): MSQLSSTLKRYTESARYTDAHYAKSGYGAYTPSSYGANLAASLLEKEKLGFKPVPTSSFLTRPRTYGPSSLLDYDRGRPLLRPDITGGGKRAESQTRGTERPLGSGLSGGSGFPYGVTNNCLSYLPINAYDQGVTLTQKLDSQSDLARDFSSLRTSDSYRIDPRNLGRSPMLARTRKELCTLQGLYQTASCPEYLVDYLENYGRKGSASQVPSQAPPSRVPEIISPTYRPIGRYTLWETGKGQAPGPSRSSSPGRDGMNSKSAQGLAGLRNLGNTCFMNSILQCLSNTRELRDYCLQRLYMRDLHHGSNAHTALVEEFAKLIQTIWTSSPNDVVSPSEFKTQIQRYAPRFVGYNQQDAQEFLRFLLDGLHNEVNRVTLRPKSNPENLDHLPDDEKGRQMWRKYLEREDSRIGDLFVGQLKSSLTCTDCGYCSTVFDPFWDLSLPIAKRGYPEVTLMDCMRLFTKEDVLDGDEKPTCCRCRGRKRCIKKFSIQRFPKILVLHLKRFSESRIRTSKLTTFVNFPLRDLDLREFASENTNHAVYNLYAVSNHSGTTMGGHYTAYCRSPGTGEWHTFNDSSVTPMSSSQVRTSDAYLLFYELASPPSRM
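Cell-free coupled assay: 10nM USP2 core preincubated 30min RT with compound in Tris-HCl pH 8.0/CaCl2/CHAPS buffer, then 25nM Ub-CHOP2 and 25nM reporter substrate; fluorescence (Ex 485/Em 531) read after 60min RT, normalized to NEM inhibition, concentration-response curves fitted.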
PTAP TSG101 blk: blocks PTAP/TSG101 interaction to inhibit HIV-1 budding; Fluorescence polarization, FITC-PTAP peptide / Tsg101 binding; Potency, µM (top dose mostly 115 µM), inactives show at the top dose activity change, negative = inhibition, hits mostly inhibitors; 340,000 tested, under 10 active; active = well fitted inhibition curve with a large enough effect in the main read-out, with a control signal flat, not every such curve was filed as active; inconclusive = small, poorly fitted or top-dose-only effect, or effect the other way, or a change in a side signal; inactive = no such curve, though single readings can be large or run the other way; note: potency is the fitted concentration of half-maximal effect; % of control where 0% means no effect
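Steps: Tsg101 binding domain dispensed (10 uM final), compounds pinned in DMSO, FITC-labeled PTAP-motif peptide added (50 nM final); after 20 min binding at room temperature, polarization measured.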
B2AR arrestin: agonists driving beta-arrestin recruitment to human beta2-adrenergic receptor; actives 0.02% (n = 330,000); P07550; Potency, µM (highest dose often 46.1 µM), for the others: top-dose activation, usual class: activators; beta-arrestin recruitment to beta2AR, cell-based reporter;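 note: potency is the fitted concentration of half-maximal effect; 0% = DMSO controls and full agonism = EC100 isoproterenol or metaproterenol; nearly all actives have a fitted effect of over 65% in size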
TCR activator: activates T cell receptor signaling; primary human leukocytes, anti-CD3, IL-2 HTRF, 48 h; AID 504894; 330,000 tested, under 10 active; Potency, µM (titrated, usually from 9.22 µM), without a hit: at the top dose activation of IL-2 secretion, actives largely listed as activators; note: % of control where 0% means no effect
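Human primary leukocytes + a-CD3 beads + cpd, 48 hr; IL-2 in supernatant by HTRF (ex 320nm / em 665nm). No co-stimulatory signal supplied.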
uPA surface inh: inhibitors of cell surface uPA generation; cell surface uPA generation assay, qHTS; Potency, µM (doses to about 38.3 µM), without a hit: top-dose activity change, negative = inhibition, most hits filed as inhibitors; actives 0.31% (n = 330,000); AID 540303; active = well fitted inhibition curve with a large enough effect; inconclusive = small, poorly fitted or top-dose-only effect; inactive = no such curve, though single readings can be large or run the other way; tested in mouse RAW 264.7 cells; note: potency is the fitted concentration of half-maximal effect; % is set by controls: 0 for no effect and ±100 for the full control effect; nearly all actives have a fitted effect of over 55% in size
Starred values were filed as active, the others as inactive; ? = inconclusive; . = no result given; [ ] = dose if it differs, or a comment. Unless noted, calls come from the whole dose curve; as a rule, active = well fitted curve in the direction sought with a large enough effect; inconclusive = small, poorly fitted or top-dose-only effect, or another doubt; inactive = no such curve, though single readings can be large; an effect the other way counts as inactive or inconclusive.

[1] CCCCOc1ccc(C(=O)N/C(=C/c2cccc([N+](=O)[O-])c2)C(=O)O)cc1
[2] Cc1cc(NC(=O)CCC(=O)N(CC(=O)NC2CCCC2)Cc2ccco2)no1
[3] CCN1CCc2c(OCC(=O)Nc3cccc(C)c3)cccc2C1=O
[4] COc1ccc(-c2cn3c(C)c(C(=O)NCCN4CCOCC4)sc3n2)cc1
[5] Cc1ccc(C(CC(=O)N2CCNCC2)c2ccccc2)c(O)c1C (stereo unspecified)
[6] CCc1nnc(SCC(=O)N2CCCc3ccccc32)nc1CC
[7] COc1cc(/C=N/NC(=O)C2CC(=O)N(c3ccc(C)cc3)C2)cc(OC)c1OC (stereo unspecified)
[8] COc1cc(NC(=S)NCc2cccs2)cc(OC)c1

assay / compound	1	2	3	4	5	6	7	8
Eya2 phos inh	5%	-16%	2%	?	-5%	4%	0%	0%
ELG1 repair inh	1%	-3%	?	2%	3%	-1%	?	0%
TCR activator	-9%	-5%	2%	-3%	10%	.	5%	1%[46.1 µM]
Tb PFK inh	15%	2%	0%	0%	-11%	3%	1%	-3%
USP2a block	0%	0%	-15%	0%	-2%	2%	2%	1%
TSHR antagonist	4	-3	-9	10	-5	-2	-6	-2
B2AR arrestin	-0.9%	0.2%	0.0%	-1.0%	0.1%	-0.5%	-0.1%	0.0%
Chronic BCR inh	11%	6%	?	?	?	17%	-10%	3%
uPA surface inh	0%	-2%	1%	-3%	6%	1%	-1%	-2%
Mito fusion yeast	-2%	-2%	2%	-2%	12%	6%	-7%	-3%
PTAP TSG101 blk	1%	-12%	-1%	-1%	-2%	-7%	1%	-7%

[9] CN(CCc1ccccn1)C(=O)CCC1CCCN(C(=O)c2cscn2)C1 (stereo unspecified)
[10] Cc1cc(C)c(C2C3=C(Nc4c2c(C)nn4-c2ccccn2)c2ccccc2C3=O)c(C)c1 (stereo unspecified)
[11] Cc1cn(S(=O)(=O)c2ccc(Cl)cc2)c(C)n1
[12] COc1cc(/C=C(/C#N)c2nc3ccccc3[nH]2)ccc1OCC(=O)Nc1ccccc1C
[13] COc1ccc(-c2cc3c(=O)n(CC(=O)NCc4ccccc4F)ncn3n2)cc1
[14] CCOC(=O)NCc1ccc(Cl)c(Cl)c1
[15] N#CCC(=O)Nc1ccc(C(=O)NCCc2c[nH]c3ccccc23)cc1
[16] CCn1c(=O)c2ccccc2n2c(SCC(=O)N3CCCc4ccccc43)nnc12

assay / compound	9	10	11	12	13	14	15	16
Eya2 phos inh	6%	3%	-1%	0%	8%	12%	-8%	4%
ELG1 repair inh	1%	-21%	7%	6%	?	2%	?	-7%
TCR activator	-36%	6%[46.1 µM]	0%	5%	-3%	-8%	-4%	.
Tb PFK inh	-5%	4%	-2%	-2%	0%	30µM*	-1%	2%
USP2a block	0%	-2%	1%	1%	1%	0%	0%	2%
TSHR antagonist	-3	4	3	-19	5	-6	-3	-4
B2AR arrestin	-0.2%	-0.3%	-0.8%	0.5%	-0.7%	0.6%	0.3%	0.4%
Chronic BCR inh	-11%	?	4%	-9%	-1%	-6%	-13%	0%
uPA surface inh	-6%	8%	3%	6%	-20%	-1%	8%	-16%
Mito fusion yeast	-8%	16%	3%	2%	0%	-2%	1%	-4%
PTAP TSG101 blk	-4%	-1%	-7%	-6%	0%	-2%	-2%	-9%

[17] Nc1nc(SCC(=O)Nc2ccc([N+](=O)[O-])cc2)[nH]c(=O)c1NC(=O)c1ccc(Br)cc1
[18] CCOC(=O)C1CCCN(C(=O)c2ccc(C)c([N+](=O)[O-])c2)C1 (stereo unspecified)
[19] CN1CCN(/N=C2/C(=O)Nc3ccc([N+](=O)[O-])cc32)CC1
[20] CC1CCN(S(=O)(=O)CCNC(=O)c2ccc3c(c2)OCO3)CC1
[21] O=C(Nc1ccccc1C(=O)N1CCCC1)C1COc2ccccc2O1 (stereo unspecified)
[22] N#Cc1ccc(OCC(=O)OCC(=O)Nc2sccc2C(N)=O)cc1
[23] Cc1cc(C)n2nc(SCC(=O)c3ccccc3)nc2n1
[24] COc1cccc(-c2nn(-c3ccccc3)cc2C(=O)Nc2nccs2)c1

assay / compound	17	18	19	20	21	22	23	24
Eya2 phos inh	1%	8%	-1%	-42%	0%	-2%	-23%	9%
ELG1 repair inh	-4%	8%	-1%	14%	.	0%	?	?
TCR activator	-4%	-7%[46.1 µM]	-4%	-1%	0%	3%	-13%	-4%
Tb PFK inh	1%	-2%	-1%	6%	0%	-9%	3%	0%
USP2a block	2%	0%	3%	2%	0%	-1%	0%	-2%
TSHR antagonist	-41	8	-11	15	4	-13	9	-24
B2AR arrestin	-0.1%	-0.9%	0.4%	-0.5%	0.0%	-1.4%	0.2%	0.4%
Chronic BCR inh	14%	3%	6%	-3%	0%	-2%	?	?
uPA surface inh	1%	3%	-3%	2%	2%	10%	-3%	3%
Mito fusion yeast	-4%	-1%	3%	5%	-1%	-3%	-4%	?
PTAP TSG101 blk	0%	-7%	-6%	0%	-3%	-4%	-11%	-3%

Quoted at random: 2 compounds from above, in no set order.
[14] CCOC(=O)NCc1ccc(Cl)c(Cl)c1
[23] Cc1cc(C)n2nc(SCC(=O)c3ccccc3)nc2n1

assay / compound	14	23
Eya2 phos inh	12%	-23%
ELG1 repair inh	2%	?
TCR activator	-8%	-13%
Tb PFK inh	30µM*	3%
USP2a block	0%	0%
TSHR antagonist	-6	9
B2AR arrestin	0.6%	0.2%
Chronic BCR inh	-6%	?
uPA surface inh	-1%	-3%
Mito fusion yeast	-2%	-4%
PTAP TSG101 blk	-2%	-11%

(further entries)
[25] Cc1ccc(S(=O)(=O)NCc2ccccc2)cc1C(=O)N(C)CC(=O)Nc1c(Cl)cccc1Cl
[26] Cc1cc(NC(=O)C2CCCCC2)n(-c2nc3ccccc3[nH]2)n1
[27] COC(=O)c1ccc(C(=O)OC)c(NC(=O)Nc2ccc3c(c2)OCO3)c1
[28] O=C(NCc1ccccc1)C1Cc2ccccc2CN1C(=O)c1ccco1 (stereo unspecified)
[29] NC(=O)C1CCN(C(=O)CN2CCN(c3cccc(C(F)(F)F)c3)CC2)CC1
[30] OCCN1CCN(CCCc2c3c(cc4c2CCC4)CCC3)CC1
[31] CCOC(=O)CNC(=O)CSc1nnc(-c2ccncc2)n1-c1ccc(Cl)cc1
[32] CCN(CC)c1ccc(CNc2ccc(Br)cn2)cc1
[33] CC1(CCl)N([O-])C2=C(CCCC2)[N+]1=O (stereo unspecified)
[34] Cc1nc2nc(CCNS(=O)(=O)c3ccc(Cl)cc3)cn2nc1C

assay / compound	25	26	27	28	29	30	31	32	33	34
Eya2 phos inh	3%	-26%	-7%	7%	10%	2%	6%	2%	0%	1%
ELG1 repair inh	?	?	?	-16%	-12%	11%	-5%	?	0%	-2%
TCR activator	1%	-16%	1%	-2%	2%	6%	-3%	-1%	1%	-1%
Tb PFK inh	0%	8%	-14%	-1%	0%	2%	-5%	-1%	1%	-3%
USP2a block	-1%	-1%	3%	4%	1%	5%	1%	-1%	3%	4%
TSHR antagonist	5	0	7	-6	0	1	-22	-10	3	-1
B2AR arrestin	-0.8%	0.0%	-0.1%	0.2%	-0.4%	-0.7%	-0.3%	0.2%	-0.1%	0.0%
Chronic BCR inh	4%	?	-1%	-3%	0%	0%	-2%	?	2%	2%
uPA surface inh	17%	2%	6%	7%	-2%	8%	-4%	2%	-1%	-6%
Mito fusion yeast	-1%	19%	1%	-1%	0%	-4%	2%	-2%	0%	9%
PTAP TSG101 blk	-9%	-3%	-1%	-2%	-7%	-2%	-2%	-2%	0%	-3%

Four entries from above, arranged by the value under Chronic BCR inh, descending:
| nr | SMILES | Chronic BCR inh |
| --- | --- | --- |
| 25 | Cc1ccc(S(=O)(=O)NCc2ccccc2)cc1C(=O)N(C)CC(=O)Nc1c(Cl)cccc1Cl | 4% |
| 34 | Cc1nc2nc(CCNS(=O)(=O)c3ccc(Cl)cc3)cn2nc1C | 2% |
| 29 | NC(=O)C1CCN(C(=O)CN2CCN(c3cccc(C(F)(F)F)c3)CC2)CC1 | 0% |
| 28 | O=C(NCc1ccccc1)C1Cc2ccccc2CN1C(=O)c1ccco1 (stereo unspecified) | -3% |
